# KCNH2 3.1 block – blocks the human KCNH2 3.1 channel isoform; U2OS KCNH2 3.1, thallium flux FluxOr; stronger effect = lower value; activity change, % (tested at about 1.8 µM); hit rate 0.95% among 340,000; AID 720553;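 active = maximum activity change below -70%; inconclusive = maximum activity change from -70% to -50%; inactive = maximum activity change above -50%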;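 also: thallium influx rate constant from kinetic fluorescence after stimulation buffer; % is scaled to controls: 0 for no effect and ±100 for the full control effect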
#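 Steps: virus added to U2OS suspension (4 h, RT, dark); medium with 10% FBS added, cells plated, 37 C overnight; FluxOr/Red40 loading buffer 45 min RT; stimulation buffer, 2 min kinetic read; rate constant normalized.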
# RORgamma inh – inhibitors of mouse ROR gamma transcriptional activity. P51450. Drosophila S2 Gal4-RORgamma UAS-luciferase reporter, 20 h. Potency, µM (top dose mostly 53.6 µM), inactives show at the top dose activity change, negative = inhibition, hits mostly inhibitors. hit rate 5.4% among 310,000; also: potency is read from the fitted curve at half-maximal effect; % is scaled to controls: 0 for no effect and ±100 for the full control effect; nearly all actives have a fitted effect of over 60% in size
# Target sequence (P51450 whole entry, looked up, the tested form may be a part): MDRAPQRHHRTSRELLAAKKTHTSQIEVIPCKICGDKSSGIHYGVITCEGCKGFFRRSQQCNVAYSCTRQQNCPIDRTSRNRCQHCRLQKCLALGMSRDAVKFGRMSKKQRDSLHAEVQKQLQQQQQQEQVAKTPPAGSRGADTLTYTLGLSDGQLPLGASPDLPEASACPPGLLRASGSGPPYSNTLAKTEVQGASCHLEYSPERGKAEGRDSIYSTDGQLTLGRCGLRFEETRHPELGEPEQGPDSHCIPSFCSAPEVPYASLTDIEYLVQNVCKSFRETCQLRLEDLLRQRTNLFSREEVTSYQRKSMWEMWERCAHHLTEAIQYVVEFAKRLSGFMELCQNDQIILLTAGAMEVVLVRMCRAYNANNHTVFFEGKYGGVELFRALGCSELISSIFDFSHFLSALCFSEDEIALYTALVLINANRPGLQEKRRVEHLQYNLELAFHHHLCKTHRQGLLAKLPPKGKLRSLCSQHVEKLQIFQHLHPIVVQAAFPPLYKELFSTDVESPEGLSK
#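 Compounds are pin-transferred onto Drosophila Schneider cells expressing a copper-inducible Gal4–ROR gamma transactivation domain fusion. After 1 hr, copper sulfate is added to 700 uM final; luciferase is read 20 hr later.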
# Gal4-VP16 FLuc – counter-screen for ROR gamma inhibitors: Gal4-VP16 reporter. Drosophila S2 Gal4-VP16 UAS-luciferase, luminescence, 20 h. Potency, µM (titrated, usually from 53.6 µM), inactives show at the highest dose activity, negative = inhibition, hits mostly inhibitors. hit rate 3.5% among 310,000. AID 2546;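 also: Gal4-VP16 expression switched on by copper sulfate through the metallothionein promoter; potency is read from the fitted curve at half-maximal effect; % is scaled to controls: 0 for no effect and ±100 for the full control effect; nearly all actives have a fitted effect of over 50% in size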
# Giardia killer – kills Giardia lamblia; Giardia lamblia trophozoite viability; activity change, % at 7.66 µM, hits read low; hit rate 0.15% among 340,000; in the data active = activity change below about -80%; inconclusive = between about -30% and that limit;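 also: parasites exposed to compound for two days anaerobically before the ATP read; % is scaled to controls: 0 for no effect and ±100 for the full control effect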
#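 Trophozoites 100 cells/well + cpd; 48 hrs, 37 deg C, anaerobic. ATPLite 1-Step added, 15-30 min RT, luminescence read (ATP-based viability).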
# Rab9 prom act – Rab9 promoter activation; Potency, µM (series often up to 9.22 µM), for inactives: top-dose activation, negative = inhibition, most hits filed as activators; Huh7 Rab9 promoter-luciferase reporter, luminescence, 24 h; AID 485297; hit rate 2.8% among 320,000; also: potency is read from the fitted curve at half-maximal effect; % of control where 0% means no effect; nearly all actives have a fitted effect of over 60% in size
#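 Promoter activation is measured as luciferase luminescence in Huh7 cells stably transfected with a Rab9 promoter–luciferase construct, following 24 h compound exposure at 37 °C and 10 min reagent incubation at ambient temperature.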
# ELG1 genotox – induces genotoxicity in HEK293T cells with luciferase-tagged ELG1; Potency, µM (highest dose often 46 µM), inactives show at the top dose activity change, positive = activation, usual class: activators; HEK293T ELG1-luciferase reporter, luminescence, 16 h; hit rate 1.3% among 330,000; AID 504466; also: potency is read from the fitted curve at half-maximal effect; % of control where 0% means no effect; nearly all actives have a fitted effect of over 60% in size
#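 Cells (2,000/well) expressing the ELG1-luciferase fusion are dosed by pin tool and kept 16 hr at 37 °C, 5% CO2. Signal comes from ONE-Glo luciferase reagent after 30 min at room temperature.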
# FLuc modulator – firefly luciferase modulation, counter-screen for miR-21 project; P08659; purified FLuc, Km substrates, luminescence inhibition; Potency, µM (titrated, usually from 57.5 µM), for inactives: top-dose activity change, negative = inhibition, actives largely listed as inhibitors; hit rate 6.9% among 360,000; AID 588342;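 also: potency is read from the fitted curve at half-maximal effect; plate controls were vehicle for no effect and reference inhibitor for full effect; nearly all actives have a fitted effect of over 55% in size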
# Target sequence (P08659 whole entry, looked up): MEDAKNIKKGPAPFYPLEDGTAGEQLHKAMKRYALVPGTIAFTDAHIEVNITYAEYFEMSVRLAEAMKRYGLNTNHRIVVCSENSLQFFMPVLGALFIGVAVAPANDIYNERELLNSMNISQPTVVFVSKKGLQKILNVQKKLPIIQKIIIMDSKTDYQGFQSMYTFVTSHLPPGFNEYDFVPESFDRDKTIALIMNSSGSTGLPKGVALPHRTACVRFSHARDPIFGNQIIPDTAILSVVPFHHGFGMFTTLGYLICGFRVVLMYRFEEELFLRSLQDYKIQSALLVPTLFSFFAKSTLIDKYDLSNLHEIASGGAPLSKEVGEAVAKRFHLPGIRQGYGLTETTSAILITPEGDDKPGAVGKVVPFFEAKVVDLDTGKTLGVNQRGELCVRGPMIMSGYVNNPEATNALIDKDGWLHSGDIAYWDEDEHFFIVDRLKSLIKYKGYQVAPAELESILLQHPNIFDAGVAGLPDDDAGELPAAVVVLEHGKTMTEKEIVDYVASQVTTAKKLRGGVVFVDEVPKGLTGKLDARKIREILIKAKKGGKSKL
#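 Biochemical qHTS of compounds, final roughly 60 µM downward over six points, against 10 nM purified firefly luciferase using Km concentrations of substrates (10 uM D-luciferin, 10 uM ATP) in Tris acetate pH 7.5 buffer; luminescence output.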
# FBPA coupling cs – inhibits coupling enzyme system, counter-screen for aldolase hits; activity change, negative = inhibition, % at 58.2 µM, hits read low; coupling enzyme system counterscreen, AmpLite Red fluorescence; hit rate 0.67% among 290,000; AID 2472; in the data active = activity change below about -30%; also: % is scaled to controls: 0 for no effect and ±100 for the full control effect
#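 Final compound at 57.5 uM, incubated 10 min at RT with coupling enzyme reagent (glyceraldehyde-3-phosphate), then 20 min with substrate and AmpLite Red detection. Fluorescence read at 525/598 nm; tests interference with the coupling assay, not aldolase inhibition.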
# uPA surface inh – inhibitors of cell surface uPA generation; cell surface uPA generation assay, qHTS; Potency, µM (top dose mostly 38.3 µM), for inactives: at the highest dose activity change, negative = inhibition, most hits filed as inhibitors; hit rate 0.31% among 330,000; AID 540303; active = well fitted inhibition curve with a large enough effect; inconclusive = small, poorly fitted or top-dose-only effect; inactive = no such curve, though single readings can be large or run the other way; tested in mouse RAW 264.7 cells; also: potency is read from the fitted curve at half-maximal effect; % is scaled to controls: 0 for no effect and ±100 for the full control effect; nearly all actives have a fitted effect of over 55% in size
# Tb PFK block – inhibitors of T. brucei phosphofructokinase; O15648; T. brucei PFK, ADP-Glo luminescence; Potency, µM (highest dose often 57.5 µM), without a hit: at the top dose activity, negative = inhibition, usual class: inhibitors; hit rate 0.17% among 330,000;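 also: potency is read from the fitted curve at half-maximal effect; 0% = uninhibited 1x PFK enzyme wells and -100% = no-enzyme wells; nearly all actives have a fitted effect of over 60% in size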
#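 PFK 1.25 nM, F6P 0.5 mM, ATP 0.1 mM, 0.1 M TEA pH 8.0, 5 mM MgCl2, 0.01% Tween20, 0.1% BSA; 45 min RT. ADP-Glo readout. qHTS titration up to 57 uM; curves fitted, compounds curve-classed.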
# NPC1 prom act – activators of NPC1 promoter | Huh7 NPC1 promoter luciferase reporter, 24 h | Potency, µM (top dose mostly 9.22 µM), inactives show at the top dose activation, actives largely listed as activators | hit rate 2.4% among 320,000 | AID 485313;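 also: potency is read from the fitted curve at half-maximal effect; % of control where 0% means no effect; nearly all actives have a fitted effect of over 60% in size; reporter is driven by a mutant NPC1 promoter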
#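 Luciferase expression driven by the NPC1 promoter was measured in stably transfected Huh7 cells after a 24 h compound incubation, using a luciferase reagent and a luminescence read.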
# Starred values were filed as active, the others as inactive; u = inconclusive; x = no result given; [ ] = another dose, or the depositor's remark. Unless noted, calls follow the shape of the dose curve; as a rule, active = well fitted curve in the direction sought with a large enough effect; inconclusive = small, poorly fitted or top-dose-only effect, or another doubt; inactive = no such curve, though single readings can be large; an effect the other way counts as inactive or inconclusive.
# The opening two entries, to show the layout:
SMILES	ELG1 genotox	KCNH2 3.1 block	NPC1 prom act	Rab9 prom act	Gal4-VP16 FLuc	Giardia killer	FLuc modulator	uPA surface inh	RORgamma inh	FBPA coupling cs	Tb PFK block
CCOC(=O)c1c(NC(=O)Cc2cccs2)sc(C(=O)N2CCCCC2)c1C	-2%	-2	-4%	-12%	-7%	8	11%	2%	32%	6	1%
CN(C(=O)CC1C(=O)NCCN1Cc1cccc(F)c1F)C1CCOCC1 (stereo not given)	10%	-6	1%	2%	-10%	3	5%	0%	-4%	x	-1%

# This part in full (from the top)
SMILES	ELG1 genotox	KCNH2 3.1 block	NPC1 prom act	Rab9 prom act	Gal4-VP16 FLuc	Giardia killer	FLuc modulator	uPA surface inh	RORgamma inh	FBPA coupling cs	Tb PFK block
CCOC(=O)c1c(NC(=O)Cc2cccs2)sc(C(=O)N2CCCCC2)c1C	-2%	-2	-4%	-12%	-7%	8	11%	2%	32%	6	1%
CN(C(=O)CC1C(=O)NCCN1Cc1cccc(F)c1F)C1CCOCC1 (stereo not given)	10%	-6	1%	2%	-10%	3	5%	0%	-4%	x	-1%
CCCCC(CC)C1OCC(CN2CCCCC2)O1 (stereo not given)	-2%	9	2%	-2%	6%	-9	1%	11%	4%	-4	-6%
O=C(CCN1CCOCC1)NC1CCCN(Cc2ccccc2F)C1 (stereo not given)	-3%	-10	1%	1%	-8%	-24	8%	15%	-16%	-4	3%
COc1ccc2[nH]c3c(c2c1)CCN1C(=O)C(CC(=O)NCCCn2ccnc2)C[C@H](C(=O)N2CCCCC2)[C@@]31C (stereo not given in full)	6%	25	x	x	x	u	x	11%	x	x	-3%
O=C(Nc1cc(Cl)ccc1N1CCOCC1)c1cnccn1	5%	0	-4%	-4%	-5%	-7	0%	4%	2%	2	2%
COc1ccc(N2CCN(C(=O)C3(C)CC3(Cl)Cl)CC2)cc1 (stereo not given)	0%	7	-1%	-6%	0%	1	1%	-3%	26%	7	8%
CC1(C)CC2CC(C)(CN2C(=O)C23CCC(C)(C(=O)O2)C3(C)C)C1 (stereo not given)	-1%	16	-4%	3%	8%	-2	1%	-1%	-19%[10 µM]	3	1%
CC(C)CCN1C(=O)CC(NNC(=O)c2ccc(S(=O)(=O)N3CCCC3)cc2)C1=O (stereo not given)	-2%	1	-2%	1%	9%	12	0%	12%	11%	-1	0%
OCCCNCc1ccc(N(c2ccccc2)c2ccccc2)cc1	-2%	-27	-5%	-8%	-12%	-26	0%	-3%	-37%	-3	-2%
CCS(=O)(=O)c1nc(S(=O)(=O)c2ccc(Cl)cc2)c(N2CCCC2)s1	-4%	9	-5%	0%	-7%	-5	0%	11%	-19%	x	1%
O=C(O)C(Oc1ccc2cc(-c3ccc(Cl)cc3)c(=O)oc2c1)c1ccccc1 (stereo not given)	3%	7	-5%	-1%	1%	9	u	-19%	5%	10	-2%
COc1ccc(CNC(=O)CCS(=O)(=O)c2cccc3nonc23)cc1	0%	8	0%	-3%	2%	-12	3%[2.3 µM]	-3%	18%	-5	-1%
COc1cc(C(C)=O)ccc1OC(C)C(=O)Nc1ccc(S(=O)(=O)N2CCCC2)cc1 (stereo not given)	1%	-17	0%	-9%	x	-16	-1%	4%	x	x	-3%
O=S(=O)(Nc1ccc(-n2cccc2)cc1)c1ccc(Cl)cc1Cl	-7%	1	-4%	1%	14µM*	1	4%	10%	20µM*	-4	-18%

# Quoted from the entries so far, two compounds:
SMILES	ELG1 genotox	KCNH2 3.1 block	NPC1 prom act	Rab9 prom act	Gal4-VP16 FLuc	Giardia killer	FLuc modulator	uPA surface inh	RORgamma inh	FBPA coupling cs	Tb PFK block
COc1cc(C(C)=O)ccc1OC(C)C(=O)Nc1ccc(S(=O)(=O)N2CCCC2)cc1 (stereo not given)	1%	-17	0%	-9%	x	-16	-1%	4%	x	x	-3%
O=S(=O)(Nc1ccc(-n2cccc2)cc1)c1ccc(Cl)cc1Cl	-7%	1	-4%	1%	14µM*	1	4%	10%	20µM*	-4	-18%

# (further entries)
SMILES	ELG1 genotox	KCNH2 3.1 block	NPC1 prom act	Rab9 prom act	Gal4-VP16 FLuc	Giardia killer	FLuc modulator	uPA surface inh	RORgamma inh	FBPA coupling cs	Tb PFK block
CN(CC(=O)Nc1ccc(F)cc1)C(=O)COC(=O)CNC(=O)c1ccc(Cl)cc1Cl	2%	-6	1%	-3%	x	6	-16%	0%	x	x	2%
CCc1sc(C(=O)N2CCN(CC(=O)Nc3cccc(F)c3)CC2)cc1C	15%	-8	-3%	-2%	x	8	13µM*	4%	x	x	-4%
CCc1nc(SCC(=O)N2CCCCCC2)c2c(=O)n(C)c(=O)n(C)c2n1	-10%	-8	-4%	-1%	-18%	37[activator]	-1%	-9%	4%	x	0%
Cn1c(Cl)c(/C=N/OC(=O)C(C)(C)C)c2ccccc21	-1%	-6	-5%	-8%	5%	-18	u	2%	-22%	-1	1%
O=C(O)Cn1c(O)c(C2=c3ccccc3=NC2=O)sc1=O	-3%	-5	2%	3%	-18%	22	2%	-8%	-1%	2	27%
NC(=O)C1CCN(C(=O)CCSc2ccc(Cl)cc2)CC1	8%	1	11%	22%	0%	-5	-7%	-3%	18%	1	-1%
CCOc1ccc(CCNC(=O)C2CC(=O)N(c3ccc4c(c3)OCCO4)C2)cc1OCC (stereo not given)	3%	-7	0%	2%	x	-10	6%	-2%	x	x	-1%
Cc1c(NC(=O)c2nn3c(C(F)(F)F)cc(-c4ccccc4)nc3c2Cl)c(=O)n(-c2ccccc2)n1C	0%	0	0%	0%	-17%	2	-9%	3%	15%	4	-4%
CCOc1cc2c(cc1OC)C(NC(=O)c1ccco1)CC2=O (stereo not given)	2%	8	-5%	-3%[1.84 µM]	-1%	14	1%	3%	10%	0	4%
CC(C)c1ccc(NC(=O)[C@H](Cc2c[nH]c3ccccc23)NC(=O)[C@@H]2Cc3ccccc3CN2)cc1	-10%	-35	9%	u	2%	0	-12%	-8%	8%	-1	5%
COCCCN(C)C1CCN(C(=O)Nc2ccc(F)cc2)CC1	6%	0	-1%	-4%	23%	-16	1%	3%	1%	5	-3%
COCCSc1ccccc1C(=O)Nc1ccc(Br)cc1	0%	15	-5%	0%	22%	42[activator]	-19%	-13%	27%	-8	1%
C=CCOc1ccc(C(=O)NC2CCCCC2)cc1	u	19	u	u	20%	-14	12µM*	-3%	u	0	5%
CC(NC(=O)Cn1cnc([N+](=O)[O-])n1)c1ccccc1 (stereo not given)	1%	0	-2%	1%	8%	3	0%	5%	-9%	0	3%
CCOC(=O)N1CCN(CC(=O)Nc2c(C(=O)OC)[nH]c3ccccc23)CC1	-3%	-4	-7%	-4%	-9%	6	1%	-22%	25%	1	8%
CCc1nnc(NC(=O)CSc2nnc(C3CCCCC3)n2-c2cccc(Cl)c2)s1	-2%	-5	-3%	-3%	-6%	-10	7%	-2%	u	1	1%
O=C(Cc1ccccc1)NCCSCc1ccccc1	4%	22	2%	-3%	-8%	6	-16%	5%	45%	5	2%
CCOC(=O)C1(CC)NC(c2ccc(OC)c(OC)c2)C2C(=O)N(c3cccc(C(C)=O)c3)C(=O)C21 (stereo not given)	-7%	u	8%	5%	-8%	11	-1%	-23%	1%	-2	0%
CCOc1ccc(OCC(=O)N2CCC3(CC2)CC(=O)c2ccccc2O3)cc1	0%	-4	0%	-1%	x	21	2%	5%	x	x	-12%
CN(Cc1c(C(=O)N/N=C/c2cccc(F)c2)nnn1-c1nonc1N)C1CCCCC1	3%	1	-2%	0%	-3%	17	1%	1%	-20%	2	0%
COc1ccc(/C=C/C(=O)Nc2cccc(S(=O)(=O)N3CCOCC3)c2)cc1OC	-2%	1	-3%	-4%	x	-10	u	-6%	x	x	-23%
Cc1ccc(N2CCN(S(=O)(=O)N3CCCCCC3)CC2)cc1Cl	1%	-5	0%	-2%	-4%	-2	8%	x	-23%	-1	-1%
COc1ccc(C2=CC3=C(Br)C(=O)C(C)(OC(=O)c4cccs4)C(=O)C3=CO2)cc1 (stereo not given)	x	-9	x	x	0%	-23	x	-2%	2%	0	x
Cc1ccc(S(=O)(=O)N2[C@@H](c3ccccc3F)C(C(=O)O)=CC[C@H]2c2cccc(C)c2)cc1	0%	13	0%	1%	x	u	7%	10%	x	x	-15%
CCN1C(=O)[C@H]2[C@@H](c3ccc(C)cc3)N3C(=O)N(c4ccc(C)cc4)C(=O)[C@@]3(C)[C@H]2C1=O	12%	x	-5%	-2%	-24%	1	0%	10%	21%	1	1%
CCOc1cc(C=O)ccc1OCC(=O)N1CCCC1	0%	0	-10%	-3%	1%	9	2%	-4%	1%	-8	1%
